High-throughput results as filed in PubChem.
Giardia killer: Small Molecules that selectively kill Giardia lamblia: qHTS. 0.15% of 340,000 active. Giardia lamblia trophozoite viability. activity change, % at 7.66 µM, hits read low. AID 540267, 2011; in the data active means activity change below about -80%; inconclusive means between about -30% and that limit;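 further: parasites exposed to compound for two days anaerobically before the ATP read; on the % scale 0 is the no-effect control and ±100 the full control effect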
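Killing of trophozoites was scored by loss of ATP luminescence after a 48 hrs anaerobic exposure to compounds at 37 deg C, using 100 cells per well.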
TSHR antag: Antagonists of the Thyroid Stimulating Hormone Receptor: HTS campaign. activity change, negative = inhibition, % at 11.5 µM. AID 504810, 2011. 0.2% of 330,000 active. TSHR-expressing cells, TSH-stimulated cAMP HTRF, 2 h; stronger effect = lower value. Thyrotropin receptor (Homo sapiens), P16473;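 active means activity change below a set negative limit, meaning inhibition stronger than a set level, cut at about -70% in these data; inconclusive means activity change between two set negative limits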; further: on the % scale 0 is the no-effect control and ±100 the full control effect
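Inhibition of cAMP made by TSHR-expressing cells under TSH stimulation (4nM final, EC80; 2 h, 37 deg C) is quantified with a one-step lysis HTRF kit, anti-cAMP cryptate versus cAMP-d2.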
TCR activator: Activators of T cell receptors: qHTS campaign; primary human leukocytes, anti-CD3, IL-2 HTRF, 48 h; Potency, µM (top dose mostly 9.22 µM), without a hit: top-dose activation of IL-2 secretion, most hits filed as activators; 330,000 tested, under 10 active; AID 504894, 2011; further: % of control where 0% means no effect
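Activity was scored as IL-2 release from primary human leukocytes given only a TCR signal (a-CD3 beads) plus compound for 48 hr. Detection used a two-antibody HTRF format read at 665nm.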
Coupling enz: qHTS Assay for Inhibitors of Fructose-1,6-bisphosphate Aldolase from Giardia Lamblia: Coupling assay counterscreen | coupling enzyme system counterscreen, AmpLite Red fluorescence | activity change, negative = inhibition, % at 58.2 µM, hits read low | 0.67% of 290,000 active; in the data active means activity change below about -30%; further: on the % scale 0 is the no-effect control and ±100 the full control effect
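Compounds tested against the coupling enzymes alone at 57.5 uM final; readout was AmpLite Red fluorescence (525/598 nm) after 20 min at RT.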
A-T KAP1 phos: qHTS Assay for Identifying a Potential Treatment of Ataxia-Telangiectasia. […] A-T fibroblasts, KAP-1 phosphorylation AlphaLISA; neocarzinostatin DNA damage 30 min before lysis. Potency, µM (titrated, usually from 57.5 µM), inactives show top-dose activation, actives largely listed as activators. 0.19% of 320,000 active. AID 485349, 2010; further: potency means the concentration at half of the fitted maximal effect; % of control where 0% means no effect; nearly all actives have a fitted effect of over 45% in size
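ATM-like activity read as KAP-1 phosphorylation via AlphaLISA donor/acceptor antibody pairs after lysis and 6 hr at 25C. Cells were ATM-null patient fibroblasts ([…], hTERT), dosed 60 min, then exposed to the DSB inducer NCS for 30 min.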
Tb PFK block: qHTS Assay to Find Inhibitors of T. brucei phosphofructokinase. ATP-dependent 6-phosphofructokinase (Trypanosoma brucei brucei), O15648. T. brucei PFK, ADP-Glo luminescence. Potency, µM (series often up to 57.5 µM), inactives show at the highest dose activity, negative = inhibition, usual class: inhibitors. 0.17% of 330,000 active. AID 485367, 2010;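 further: potency means the concentration at half of the fitted maximal effect; 0% = uninhibited 1x PFK enzyme wells and -100% = no-enzyme wells; nearly all actives have a fitted effect of over 60% in size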
Target sequence (O15648 whole entry, looked up): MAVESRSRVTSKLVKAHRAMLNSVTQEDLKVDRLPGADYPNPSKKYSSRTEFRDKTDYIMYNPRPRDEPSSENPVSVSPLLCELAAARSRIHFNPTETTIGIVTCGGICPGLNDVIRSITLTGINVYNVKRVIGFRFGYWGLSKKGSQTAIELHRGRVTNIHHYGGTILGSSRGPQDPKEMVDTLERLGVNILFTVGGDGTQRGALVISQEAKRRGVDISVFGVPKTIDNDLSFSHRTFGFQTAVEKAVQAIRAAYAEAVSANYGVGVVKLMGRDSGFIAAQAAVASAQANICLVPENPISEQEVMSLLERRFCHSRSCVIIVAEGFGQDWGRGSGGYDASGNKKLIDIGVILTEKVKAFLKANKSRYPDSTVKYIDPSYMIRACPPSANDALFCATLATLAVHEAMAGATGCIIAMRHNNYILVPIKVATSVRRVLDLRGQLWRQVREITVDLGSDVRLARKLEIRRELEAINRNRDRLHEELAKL
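Activity is normalized to no-enzyme wells (full inhibition) and 1.25 nM enzyme wells (no inhibition). Reaction: 0.5 mM F6P, 0.1 mM ATP, 45 min RT, ADP-Glo luminescence; concentration-response curves fitted and classed by quality.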
GALK inhibitor: qHTS Assay for Inhibitors of Human Galactokinase (GALK) | P51570 | 0.007% of 270,000 active | Potency, µM (top dose mostly 57.5 µM), inactives show at the top dose activity change, negative = inhibition, usual class: inhibitors | Purified GALK, Kinase-Glo residual ATP luminescence | AID 1868, 2009; further: potency means the concentration at half of the fitted maximal effect; on the % scale 0 is the no-effect control and ±100 the full control effect
Target sequence (P51570 whole entry, looked up): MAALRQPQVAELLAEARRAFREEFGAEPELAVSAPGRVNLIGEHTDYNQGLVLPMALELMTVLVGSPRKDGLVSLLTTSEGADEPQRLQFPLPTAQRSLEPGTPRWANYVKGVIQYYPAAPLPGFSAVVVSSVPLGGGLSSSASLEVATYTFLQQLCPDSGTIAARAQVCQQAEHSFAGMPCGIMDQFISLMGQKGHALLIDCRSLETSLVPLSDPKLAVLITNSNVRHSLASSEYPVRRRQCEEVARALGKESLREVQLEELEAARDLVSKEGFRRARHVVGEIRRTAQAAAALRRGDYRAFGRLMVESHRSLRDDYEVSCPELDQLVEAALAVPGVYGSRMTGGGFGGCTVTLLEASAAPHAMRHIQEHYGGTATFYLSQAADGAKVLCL
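Compounds were pin-transferred into ATP buffer (35 uM final), then GALK plus galactose (5 nM, 100 uM final) was added. After 1 h at room temperature, Kinase-Glo Plus was added and luminescence read after 10 min.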
KCNH2 WT inh: qHTS for Inhibitors of KCHN2 3.1: Wildtype qHTS | Voltage-gated inwardly rectifying potassium channel KCNH2 (Homo sapiens), Q12809 | U2OS, BacMam KCNH2, thallium flux FluxOr; stronger effect = lower value | activity change, % at 1.84 µM | 0.37% of 340,000 active | AID 720551, 2013;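 active means maximum activity change below -70%; inconclusive means maximum activity change between -70% and -50%; inactive means maximum activity change above -50%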; further: on the % scale 0 is the no-effect control and ±100 the full control effect
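U2OS cells transduced with wild-type KCNH2 virus are loaded with FluxOr dye for 45 min, and thallium flux is measured in kinetic reads before and after stimulation buffer. Rate constants are normalized to DMSO controls.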
MLL CXXC-DNA inh: qHTS Fluorescence Polarization Assay for Inhibitors of MLL CXXC domain - DNA interaction; Histone-lysine N-methyltransferase 2A (Homo sapiens), Q03164; MLL-CXXC / FITC-HOXA9 DNA fluorescence polarization; Potency, µM (top dose mostly 115 µM), for inactives: top-dose activity change, negative = inhibition, actives largely listed as inhibitors; 0.037% of 290,000 active; AID 2662, 2010; active means well fitted inhibition curve with a large enough effect in the polarisation, with a control signal flat, not every such curve was filed as active; inconclusive means small, poorly fitted or top-dose-only effect, or effect the other way, or a change in a side signal; inactive means no such curve, though single readings can be large or run the other way; the % refers to the polarisation; further: potency means the concentration at half of the fitted maximal effect
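Fluorescence polarization: 7 uM MLL-CXXC (stock) preincubated 5 min with compounds, then 50 nM fluorescein-HOX-A9 DNA (stock) added; 30 min ambient. Buffer 50 mM Tris-HCl pH 7.5, 50 mM NaCl, 1 mM DTT, 0.05% BSA.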
Chronic BCR inh: qHTS Assay to Find Inhibitors of Chronic Active B-Cell Receptor Signaling | AID 493014, 2011 | Potency, µM (series often up to 46.1 µM), for inactives: top-dose ratio change, negative = lower green/red ratio, usual class: inhibitors | ABC-DLBCL IkBa-CBG/CBR reporter, luminescence ratio, 4 h | 0.05% of 340,000 active; active means well fitted inhibition curve with a large enough effect in the signal ratio, with a control signal flat, not every such curve was filed as active; inconclusive means small, poorly fitted or top-dose-only effect, or effect the other way, or a change in a side signal; the % refers to the signal ratio;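 further: potency means the concentration at half of the fitted maximal effect; plate controls were basal doxycycline-induced cells for no effect and cells given 10 µM MG132 for full effect; MG132 reads +100%, hits lower the ratio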
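TMD8 ABC-DLBCL cells carrying doxycycline-inducible green luciferase fused to IkappaBalpha plus unfused red luciferase were exposed to compounds (up to 46 uM) for 4 hrs at 37C. Activity came from the overlap-corrected green/red luminescence ratio.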
An asterisk follows results filed as active; u = inconclusive; x = no result given; [ ] = remark or other dose. Unless noted, the call rests on the fitted dose curve; in most records, active means well fitted curve in the direction sought with a large enough effect; inconclusive means small, poorly fitted or top-dose-only effect, or another doubt; inactive means no such curve, though single readings can be large; an effect the other way counts as inactive or inconclusive.

Values run as follows: Giardia killer, TSHR antag, TCR activator, Coupling enz, A-T KAP1 phos, Tb PFK block, GALK inhibitor, KCNH2 WT inh, MLL CXXC-DNA inh, Chronic BCR inh
CCOc1ccc(Nc2nc(CC(=O)OC)cc(=O)[nH]2)cc1
    -4, 3, -3%, -1, 3%, 0%, 0%, 5, 5%, u
O=C(COC(=O)c1ccc(S(=O)(=O)N2CCCC2)cc1)Nc1ccccc1
    11, -16, 2%, x, 2%, 4%, x, -22, x, 1%
COc1ccc(Cc2nc3ccc(C(=O)N(C)C(C)c4nccs4)cc3o2)cc1 (stereo not given)
    -10, -4, -15%, x, 20%, -4%, -4%, 2, 13%, 4%
O=C(c1ccco1)N(Cc1nc2ccccc2c(=O)[nH]1)C1CCCC1
    -2, 9, 2%, 0, 8%, -2%, -1%, -3, 5%, -3%
FC(F)(F)c1cnc(Nc2ccc(N3CCOCC3)cc2)c(Cl)c1
    -2, -3, -3%, -1, 11%, 0%, 4%, -5, 6%, u
O=C(C1=NN[C@@H]2C(=O)N(c3cccc(C(F)(F)F)c3)C(=O)[C@H]12)C(c1ccccc1)c1ccccc1
    -2, 1, 5%[46.1 µM], -1, -4%, -4%, 0%, 9, -8%, 21%
O=C(O)C(Cc1cc2ccccc2[nH]1)N1C(=O)C2CC=C(Cl)CC2C1=O (stereo not given)
    -24, 2, 1%, 0, 0%, -1%, 0%, 20, -1%, -12%
Cc1cnc(C(=O)Nc2ccc(-n3cnnn3)cc2)cn1
    5, -6, 1%, 1, 5%, 0%, 2%, -8, 0%, 1%
CCOc1ccc(/C=C(\C#N)C(=O)c2c(C)[nH]c3ccccc23)cc1OC
    -8, 2, 2%[46.1 µM], -5, -1%, 4%, -1%, -6, -1%, -5%
O=C(Nc1ccccc1)c1ccccc1Oc1ccc(C(F)(F)F)cc1[N+](=O)[O-]
    -2, 48, 0%[46.1 µM], 1, -2%, 4%, x, 4, 9%, 4%
CCOC(=O)c1cc(-c2ccccc2)nc2nc(N(CC)CC)sc12
    -1, -12, 0%, 1, u, 3%, -3%, 0, -1%, 7%
C/C(=N\NC(=S)Nc1cccc(C)c1)c1ccco1
    6, -5, -4%, 3, 4%, -2%, 1%, 1, -8%, u
CCC(C)NC(=O)C1CCN(C(=O)c2ccccc2)CC1 (stereo not given)
    15, -6, 0%, 2, 10%, 1%, 0%, 3, -6%, -8%
O=C(O)CCC(=O)NCc1c(Cl)cccc1Sc1ccc(Cl)cc1
    -8, -1, 4%, 4, -8%, -2%, 3%, -3, -12%, 4%
N#CC(c1ccc(O)cc1)N1CCOCC1 (stereo not given)
    -4, 9, 1%[46.1 µM], 1, x, -1%, 0%, 40, 3%, 10%

Record cards (already shown).
`CCOc1ccc(/C=C(\C#N)C(=O)c2c(C)[nH]c3ccccc23)cc1OC` is entered as Giardia killer: -8; TSHR antag: 2; TCR activator: 2%[46.1 µM]; Coupling enz: -5; A-T KAP1 phos: -1%; Tb PFK block: 4%; GALK inhibitor: -1%; KCNH2 WT inh: -6; MLL CXXC-DNA inh: -1%; Chronic BCR inh: -5%
`FC(F)(F)c1cnc(Nc2ccc(N3CCOCC3)cc2)c(Cl)c1` is entered as Giardia killer: -2; TSHR antag: -3; TCR activator: -3%; Coupling enz: -1; A-T KAP1 phos: 11%; Tb PFK block: 0%; GALK inhibitor: 4%; KCNH2 WT inh: -5; MLL CXXC-DNA inh: 6%; Chronic BCR inh: u

Other structures
Values run as follows: Giardia killer, TSHR antag, TCR activator, Coupling enz, A-T KAP1 phos, Tb PFK block, GALK inhibitor, KCNH2 WT inh, MLL CXXC-DNA inh, Chronic BCR inh
Cn1cnc([N+](=O)[O-])c1S(=O)(=O)c1ccc(Cl)cc1
    0, 3, 6%[46.1 µM], 4, 7%, -7%, 3%, -32, 1%, u
CC(C)CCOP(=O)(c1ccc(N(C)C)cc1)C(O)c1ccc(Cl)cc1Cl (stereo not given)
    26, 3, 1%, 1, -9%, -4%, 6%, -11, 7%, -13%
O=C(c1cnc2nc3ccccc3n2c1)c1cc(F)ccc1O
    7, -12, x, -5, 2%, 3%, -1%, -7, 8%, u
Cc1ccc(S(=O)(=O)Nc2ccc(C(=O)NCc3ccccn3)cc2)cc1
    -10, 11, 3%, 2, 0%, 1%, -2%, -13, -2%, 1%
COc1ccc(OC)c(NC(=O)CSc2nc(C)cs2)c1
    3, 0, -5%, -1, -1%, 2%, 1%, -20, 4%, -7%
Cc1ccc(-n2nnnc2SCC(=O)Nc2cc(C)on2)c(C)c1
    2, -2, -2%, 0, 2%, 0%, 15%, 2, -1%, 8%
COc1ccc(-c2cc(C#N)nc(N3CCN(c4ccccc4)CC3)n2)cc1
    1, 27, 2%, 0, 0%, 1%, -2%, 21, 10%, 4%
COc1ccccc1C(=O)NC(=O)COC(=O)C1CCC1
    4, 0, 6%, x, 0%, 0%, x, -29, x, u
Cc1cccc(-c2onc3ccc(C(=O)/C=C/N(C)C)cc23)c1
    -29, -9, -1%, 0, 12%, -5%, 0%, 3, 8%, 2%
COCCn1nnnc1CN(Cc1cc2cc(OC)c(OC)cc2[nH]c1=O)C1CCCC1
    0, 5, -4%, 2, -1%, 0%, 3%, -2, 2%, -3%
CC(=O)Nc1cccc(N(C)S(C)(=O)=O)c1
    13, 0, 0%, 1, 2%, 10%, 1%, -5, 0%, -12%
COc1cc(CNc2nc(C)c([N+](=O)[O-])c(C)c2C#N)cc(OC)c1OC
    16, -17, 3%[46.1 µM], -1, 1%, 1%, 5%, 44, -1%, -5%
CCc1ccccc1NC(=O)COc1ccc2oc(-c3ccc(OC)cc3)cc(=O)c2c1
    -13, 16, -5%[46.1 µM], -2, -4%, -25%, 2%, 16, -1%, 4%
CCCCCn1c(NC(=O)c2ccco2)c(S(=O)(=O)c2ccc(C)cc2)c2nc3ccccc3nc21
    4, -9, -3%, -15, 8%, 14%, -3%, -5, -5%, u
O=C(Nc1cccc(Cl)c1N1CCCC1)c1cc2ccccc2o1
    -13, -8, 2%, 1, u, 0%, 1%, -28, 4%, u

Other compounds
| compound | Giardia killer | TSHR antag | TCR activator | Coupling enz | A-T KAP1 phos | Tb PFK block | GALK inhibitor | KCNH2 WT inh | MLL CXXC-DNA inh | Chronic BCR inh |
| --- | --- | --- | --- | --- | --- | --- | --- | --- | --- | --- |
| O=C(CCS(=O)(=O)c1ccc(Br)cc1)Nc1ccc2c(c1)OCO2 | -2 | -19 | 5%[46.1 µM] | -9 | -2% | -4% | 0% | -1 | -13% | -2% |
| COc1ccc(CNC(=O)CN(Cc2ccccc2OC)C(=O)c2csnn2)cc1 | 6 | -1 | -1% | 2 | 5% | 1% | 0% | 0 | -7% | 9% |
| Cc1cccc(N2CCN(C(=O)C3(S(=O)(=O)c4ccc(Cl)cc4)CC3)CC2)c1C | 3 | -40 | 0% | 0 | 3% | 0% | -2% | 1 | -3% | 10% |
| Cc1nc(-c2ccc(-c3ccon3)s2)no1 | 7 | -4 | 7% | -2 | 2% | -11% | 2% | -3 | -21% | 0% |
| Cc1ccccc1NC(=S)N(Cc1cccs1)C1CCCC1 | -1 | -7 | 3% | 1 | 5% | -3% | 15% | 2 | 8% | 0% |
| COc1cccc(Cn2nnc3c(=O)[nH]c(C4CCCN(C(=O)c5ccccc5Cl)C4)nc32)c1 (stereo not given) | 9 | 2 | 4% | 2 | -4% | 0% | -2% | -6 | 4% | -1% |
| O=C(NCc1ccccn1)c1cc(-c2ccccc2)on1 | 11 | -7 | x | 3 | -6% | 0% | 0% | 15 | 3% | u |
| O=C(c1ccc(S(=O)(=O)NCc2ccco2)cc1)N1CCCC1 | -1 | 15 | 0% | -1 | 6% | -3% | 5% | 7 | 4% | 2% |
| Cc1ccc(C(=O)NNC(=O)C(C)Sc2nc(N)cc(N)n2)cc1 (stereo not given) | 3 | -2 | 3% | 0 | 2% | -1% | -2% | -16 | 0% | -19% |
| O=C(NC(=S)NCc1ccccc1)c1ccccc1Br | -15 | 11 | x | 3 | 20% | 2% | -3% | -6 | -1% | 0% |
| Cc1ccc(-c2csc3ncnc(Nc4ccc(N5CCOCC5)cc4)c23)cc1 | -3 | 13 | 11% | -1 | -7% | -10% | 4% | -4 | -28% | 8% |
| CCC(Sc1nc2ncnc(N)c2[nH]1)C(=O)O (stereo not given) | 13 | -4 | 2% | 1 | -8% | 0% | 1% | -4 | -3% | 3% |
